# PG9 Ab binder: binders of HIV-1 gp120 antibody PG9, primary screen, biochemical, TR-FRET; TR-FRET gp120-PG9 antibody binding; inhibition, % at 6.7 µM; hit rate 0.43% among 360,000; in the data active = inhibition above about 8.5%
# hcDAF-12 act: H. contortus DAF-12 nuclear receptor activators, primary screen, cell-based, luminescence, HEK293, lit1-tk-luc reporter | HEK293 hcDAF-12 lit1-tk-luc reporter; 0% DMSO, 100% Δ7-dafachronic acid | activation, % at 6.8 µM | hit rate 1.4% among 370,000 | AID 652067, 2013;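 active = activation above the mean of all tested compounds plus 3 SD, cut at about 5.5% in these data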;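 note: 100% = response to 3 µM Δ7-dafachronic acid high control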
# DAX1 inh-1: DAX1 (NR0B1) inhibitors on StAR promoter, primary screen, cell-based, luminescence, SF-1 (NR5A1), full-length DAX-1; inhibition, % at 6.8 µM; HEK293T StAR-luciferase reporter, SF-1/DAX-1 repression relief; hit rate 1.1% among 370,000; AID 652010, 2013;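 active = inhibition above the mean over all tested compounds plus 3 SD, cut at about 3.6% in these data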;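 note: 0% = DAX-1 cells with DMSO and 100% = cells lacking DAX-1 with DMSO; higher inhibition means more luminescence from relief of DAX-1 repression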
# hgDAF-12 ag: H. glycines DAF-12 receptor agonists, primary screen, cell-based, luminescence, HEK293, GAL4 fusion, UAS-luciferase. activation, % at 6.8 µM. hit rate 1.8% among 370,000. HEK293 GAL4-hgDAF12 UAS-luciferase reporter, agonist luminescence; normalized to butyrate control. AID 687014, 2013;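 active = activation above a cutoff set at the mean of all screened compounds plus 3 SD, cut at about 10% in these data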;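 note: 0% = DMSO wells and 100% = sodium butyrate wells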
# SMARCA2 act: SMARCA2 (BRM) function activators, primary screen, cell-based, luminescence, high throughput; activation, % at 9.1 µM; MG213 cells, MMTV-luciferase reporter, dexamethasone, overnight; hit rate 1% among 370,000; AID 652017, 2013; in the data active = activation above about 7.8%;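 note: 0% = vehicle wells and 100% = reference activator wells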
# ssDAF12 agonist: S. stercoralis DAF-12 nuclear receptor activators, primary screen, cell-based, luminescence, HEK293, GRIP1 co-expression, lit1-tk-luc | HEK293 ssDAF-12/GRIP1 lit1-tk-luc reporter; % of 3 µM dafachronic acid response | hit rate 1% among 370,000 | Nuclear hormone receptor DAF-12 (Strongyloides stercoralis) | activation, % at 6.8 µM | AID 652126, 2013;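 active = activation above the mean over all tested compounds plus 3 SD, cut at about 0.9% in these data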;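 note: 0% = DMSO-only wells and 100% = 3 µM delta7-dafachronic acid wells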
# ADAM17 inh: ADAM17 inhibitors, primary screen, biochemical, QFRET; Disintegrin and metalloproteinase domain-containing protein 17 (Homo sapiens), P78536; recombinant ADAM17, EDANS/DABCYL FRET peptide cleavage; inhibition, % at 6.95 µM; hit rate 0.83% among 370,000; AID 720648, 2013;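 active = inhibition above the mean of compounds lying between control limits plus 3 SD, set per campaign, cut at about 8.5% in these data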;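 note: 0% = DMSO-only wells as the low control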
# GC-A act: GC-A stimulated cGMP production enhancers – HEK293 GC-A cells, cGMP TR-FRET, EC30 ANP, primary screen; Atrial natriuretic peptide receptor 1 (Homo sapiens), P16066; 0% at EC30 ANP, 100% saturating ANP; activation, % at 10 µM; hit rate 0.14% among 370,000; in the data active = activation above about 40%
# DAX1 inh-2: DAX1 (NR0B1) inhibitors, primary screen, cell-based, HEK293, Gal4-DAX1, luciferase luminescence; Nuclear receptor subfamily 0 group B member 1 (Homo sapiens), P51843; HEK293 Gal4-DAX1 luciferase reporter; inhibition, % at 6.75 µM; hit rate 0.99% among 340,000; AID 504766, 2011;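 active = inhibition above the mean over all tested compounds plus 3 SD, cut at about 4.2% in these data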;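 note: 0% = DAX1-transfected cells with DMSO and 100% = empty-vector control cells with DMSO; inhibition shows as a rise in luminescence from relieved DAX1 repression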
# Target sequence (P51843 207-470 limits assumed): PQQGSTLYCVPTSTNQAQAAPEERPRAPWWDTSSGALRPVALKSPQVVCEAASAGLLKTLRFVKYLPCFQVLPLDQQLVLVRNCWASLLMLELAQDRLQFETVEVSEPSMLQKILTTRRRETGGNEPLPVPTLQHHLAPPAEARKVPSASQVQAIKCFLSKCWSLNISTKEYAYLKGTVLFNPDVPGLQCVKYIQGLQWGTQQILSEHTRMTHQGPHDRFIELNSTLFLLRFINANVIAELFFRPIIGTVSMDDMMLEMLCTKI
# ADAM10 inh: human ADAM10 inhibitors, primary screen, biochemical, QFRET, HTS; recombinant ADAM10, EDANS/DABCYL FRET peptide cleavage, 3 h; hit rate 0.62% among 370,000; Disintegrin and metalloproteinase domain-containing protein 10 (Homo sapiens), O14672; AID 720582, 2013; inhibition, % at 7 µM;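 active = inhibition above a per-campaign cutoff equal to the mean of compounds falling between control-based bounds plus 3 SD, cut at about 20% in these data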;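 note: 0% = DMSO wells while the 100% control is not disclosed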
# Target sequence (O14672 214-748 limits assumed): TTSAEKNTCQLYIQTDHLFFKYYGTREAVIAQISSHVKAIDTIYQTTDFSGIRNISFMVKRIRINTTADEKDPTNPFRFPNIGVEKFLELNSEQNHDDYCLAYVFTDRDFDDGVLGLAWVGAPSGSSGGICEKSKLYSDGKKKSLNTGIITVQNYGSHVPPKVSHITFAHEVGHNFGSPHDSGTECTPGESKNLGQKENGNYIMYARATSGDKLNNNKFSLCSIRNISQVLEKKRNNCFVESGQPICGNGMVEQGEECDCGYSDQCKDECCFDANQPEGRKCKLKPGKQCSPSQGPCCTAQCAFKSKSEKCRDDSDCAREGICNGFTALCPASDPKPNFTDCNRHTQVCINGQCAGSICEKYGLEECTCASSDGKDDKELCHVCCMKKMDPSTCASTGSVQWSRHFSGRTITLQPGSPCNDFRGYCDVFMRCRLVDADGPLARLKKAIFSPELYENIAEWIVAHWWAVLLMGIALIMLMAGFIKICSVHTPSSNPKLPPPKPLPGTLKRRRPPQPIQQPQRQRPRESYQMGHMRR
# GAA850 FXN act: FXN promoter activators, primary screen, cell-based, luciferase luminescence, HEK293 lucGAA850. HEK293 lucGAA850 FXN promoter luciferase reporter, 24 h; percent of 10 µM SAHA response. activation, % at 6 µM. hit rate 0.56% among 360,000;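 active = activation above the average of all compounds screened plus 3 SD, cutoff fixed separately per campaign, cut at about 7.5% in these data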;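 note: 0% = DMSO wells and 100% = 10 µM SAHA wells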
# Starred values were filed as active, the others as inactive; . = not tested or not shown. Random draw from the library (roughly 6.8% active in at least one column).
# Start of the data: the first 4 entries, to show the layout:
SMILES,PG9 Ab binder,hcDAF-12 act,DAX1 inh-1,hgDAF-12 ag,SMARCA2 act,ssDAF12 agonist,ADAM17 inh,GC-A act,DAX1 inh-2,ADAM10 inh,GAA850 FXN act
CCCCCC(=O)NNC1CC(=O)N(c2ccccc2)C1=O (configuration not stated),0.3,0.3,-0.2,1.2,-1,-1.0,-2,-5,.,-13,1.1
COCc1ccc(C(=O)N2CCCC(CCC(=O)NCc3ccccc3F)C2)o1 (configuration not stated),-1.0,-2.1,-1.6,4.9,0,-1.5,-3,-1,0.9,-1,-3.6
O=C(c1ccco1)N(CCC(c1ccccc1)c1ccco1)Cc1ccco1 (configuration not stated),-2.4,1.0,-0.1,1.9,3,-0.8,1,-3,-0.3,4,2.5
CN(Cc1ccccc1)c1ccc2nnc(-c3ccccc3)n2n1,1.2,-3.5,-0.7,0.8,-2,-0.7,0,33,-0.2,-6,-0.9

# The whole of this part (from the top)
SMILES,PG9 Ab binder,hcDAF-12 act,DAX1 inh-1,hgDAF-12 ag,SMARCA2 act,ssDAF12 agonist,ADAM17 inh,GC-A act,DAX1 inh-2,ADAM10 inh,GAA850 FXN act
CCCCCC(=O)NNC1CC(=O)N(c2ccccc2)C1=O (configuration not stated),0.3,0.3,-0.2,1.2,-1,-1.0,-2,-5,.,-13,1.1
COCc1ccc(C(=O)N2CCCC(CCC(=O)NCc3ccccc3F)C2)o1 (configuration not stated),-1.0,-2.1,-1.6,4.9,0,-1.5,-3,-1,0.9,-1,-3.6
O=C(c1ccco1)N(CCC(c1ccccc1)c1ccco1)Cc1ccco1 (configuration not stated),-2.4,1.0,-0.1,1.9,3,-0.8,1,-3,-0.3,4,2.5
CN(Cc1ccccc1)c1ccc2nnc(-c3ccccc3)n2n1,1.2,-3.5,-0.7,0.8,-2,-0.7,0,33,-0.2,-6,-0.9
O=C(Nc1ccc([N+](=O)[O-])cc1)C(c1ccccc1)c1ccccc1,-1.5,-2.2,-0.5,1.4,-4,-1.5,0,-1,1.8,3,-1.6
O=c1[nH][nH]cc1C=NCc1cccc(C(F)(F)F)c1,-1.2,-1.3,0.2,-1.4,3,-0.3,1,3,1.7,0,1.3
O=S(=O)(O)c1ccc2c(c1)C(C(Cl)(Cl)Cl)OC(C(Cl)(Cl)Cl)O2 (configuration not stated),-0.8,-2.1,0.4,-3.1,1,-0.7,-1,1,1.7,5,0.7
CCOc1ccc(N(CC(=O)NCc2ccccc2C)S(C)(=O)=O)cc1,0.7,1.6,1.7,8.4,3,-0.5,-2,-3,4.3*,13,3.6
Cc1cc(C)c(S(=O)(=O)Cc2ccccc2)c(Cl)n1,0.1,-1.3,-0.5,-3.9,0,-1.2,-3,-2,-1.1,-1,-0.5
CN(CC(=O)Nc1c(Cl)cccc1Cl)C(=O)CNC(=O)c1ccco1,-0.7,1.1,-0.2,4.3,-2,-0.6,-1,0,-0.3,-6,2.7
COc1cc(NC(=O)CSc2nccc(C)n2)c(C)cc1[N+](=O)[O-],-1.4,-1.5,-0.5,6.0,-4,-0.1,0,5,-1.0,-3,1.1
CC(=O)NS(=O)(=O)c1ccc(NC(=O)c2cc3c(=O)n4ccccc4nc3s2)cc1,-0.5,-0.5,-0.3,-0.1,0,-1.8,-22,6,0.6,-59,-1.2

# Three of the entries above in order of the hcDAF-12 act value, lowest first.
canonical_smiles,hcDAF-12 act
CN(Cc1ccccc1)c1ccc2nnc(-c3ccccc3)n2n1,-3.5
COCc1ccc(C(=O)N2CCCC(CCC(=O)NCc3ccccc3F)C2)o1 (configuration not stated),-2.1
COc1cc(NC(=O)CSc2nccc(C)n2)c(C)cc1[N+](=O)[O-],-1.5

# Remaining list, next part.
SMILES,PG9 Ab binder,hcDAF-12 act,DAX1 inh-1,hgDAF-12 ag,SMARCA2 act,ssDAF12 agonist,ADAM17 inh,GC-A act,DAX1 inh-2,ADAM10 inh,GAA850 FXN act
O=C(Nc1ccc(Cl)cc1)N1CCCC(Cn2cccc2)C1 (configuration not stated),1.9,-0.2,-0.2,1.4,-4,-0.9,-7,0,3.1,4,1.3
Cc1csc2nc(CNS(=O)(=O)N(C)C)cn12,-1.1,2.4,1.4,-0.5,-4,-0.1,-3,2,0.2,-6,-0.5
Cc1cc(NC(=O)CSc2nnc(-c3c[nH]c4ccccc34)n2-c2ccc(Cl)cc2)no1,-0.7,2.4,0.1,4.1,5,-0.8,2,-16,0.2,0,1.1
Cc1ccc(C)c(N2CCN(C(=O)CCc3nc(-c4ccccc4F)no3)CC2)c1,0.1,0.4,-1.2,1.6,-1,-0.7,-2,5,0.1,-4,3.3
O=C(Nc1ccc2c(c1)OCO2)c1cccc(S(=O)(=O)N2CCCC2)c1,2.1,-1.9,-0.1,1.7,-1,-1.7,7,3,0.3,10,-2.2
CCCC(=O)Nc1ccc2c(c1)nc(CN1CCCC1)n2C,-2.0,-0.1,0.4,-0.4,0,-0.5,-4,3,-0.5,-7,0.7
O=C(CSc1nnc(CCCN2C(=O)c3cccc4cccc(c34)C2=O)n1-c1ccccc1)N1CCCCC1,-1.2,-1.6,-0.1,-0.9,8.1*,-2.0,-3,4,-1.1,-20,1.0
O=C(Nc1ccc2c(c1)nc1n2CCOC1)c1ccccc1,-0.5,0.8,1.9,7.4,3,-0.3,-6,2,2.4,-4,0.6
CCc1ccc(NC(=O)c2noc3c2CCC3)cc1,1.2,9.3*,5.7*,12*,1,1.4*,-4,2,-1.6,-14,3.1
Clc1ccc(-c2csc(Nc3ccccc3)[n+]2Cc2ccco2)c(Cl)c1,-1.7,2.4,0.4,7.4,9.0*,0.0,2,-4,3.1,12,7.9*
O=C1NCC(COCc2ccco2)O1 (configuration not stated),-0.9,2.4,0.0,0.7,-4,-0.5,-3,2,0.0,-4,2.2
O=C(COc1ccc(N2C(=O)c3ccccc3C2=O)cc1)c1ccccc1,-0.1,0.3,0.2,-3.6,5,-0.1,-1,-1,2.5,5,1.5
COc1cc(OC)cc(C(=O)N[C@H](C(=O)Nc2nc3c(s2)CCCC3)C(C)C)c1,-3.1,-1.7,-0.8,-1.9,2,-1.6,5,-6,-0.9,6,-1.2
CC(C)(C)OC(=O)C[C@@H]1C/C=C\C[C@@H](CC(=O)NCCO)C(=O)N[C@H](Cc2c[nH]c3ccccc23)COC1=O,-0.4,-0.4,0.4,0.1,1,-1.0,-5,0,1.5,-5,1.6
CCOC(=O)COc1cccc2c(=O)n(CC(=O)N3CCCCC3)ccc12,-0.6,-0.5,-0.1,0.3,-3,-0.8,-8,-1,-1.5,-21,-0.3
CCSc1ccc2nnc(-c3ccc(F)cc3)n2n1,-2.4,-3.1,-0.9,-3.6,0,-1.7,-27,11,-1.2,-86,-0.5
O=C1CCCC/C=C\C[C@H](CC(=O)N(CCO)Cc2ccccc2)C(=O)NC[C@H](c2ccccc2)O1,1.4,-0.9,0.3,2.4,-1,-1.3,8,0,1.2,7,0.3
O=C(COc1ccc(F)cc1)Nc1nnc(C2CCCCC2)s1,-1.1,-1.1,0.6,0.2,-1,-1.0,-4,5,3.7,3,1.2
COc1ccc2c(CN3CCN(C(C)=O)CC3)cc(=O)oc2c1,0.0,-1.6,-1.5,3.5,1,-1.3,-12,3,.,-47,.
Nc1c(NCc2ccccc2)c2ccccc2oc1=O,-1.6,-1.7,-0.5,-0.6,0,-2.0,-1,8,-0.7,2,2.4
O=C(Nc1ccc(F)c(Cl)c1)c1nsc(Cl)c1Cl,-1.0,4.3,2.4,13*,4,0.7,6,-8,4.2,1,3.0
Cc1cccc(NS(=O)(=O)c2ccc(C)c(C(=O)NCc3cccnc3)c2)c1,1.3,-0.6,-1.0,-1.8,-4,-1.3,-7,-2,-1.5,-4,-1.5
Cc1ccc(C2CC(c3cccs3)=NN2C(=O)c2ccco2)o1 (configuration not stated),-1.4,0.7,-0.3,2.8,0,-1.2,-2,2,-1.4,-8,2.3
COc1ccc(OCC(=O)OCC(=O)N2C(C)CCCC2C)cc1 (configuration not stated),0.7,3.6,-0.4,-1.2,-3,-1.2,0,-5,0.4,-10,1.7
C[C@H](CO)N1C[C@H](C)[C@@H](CN(C)S(=O)(=O)c2cccc(F)c2)OCc2cnnn2CCCC1=O,-0.6,0.1,-0.3,-0.8,-4,-1.5,5,2,2.6,1,-1.4
Cc1ccnc(SCC(N)=O)n1,-1.5,-0.5,0.8,-2.5,-3,-0.5,-2,0,1.2,3,-0.1
CCOC(=O)C1CCN(Cc2cccc(Oc3ccc(Cl)cc3)c2)CC1,2.1,1.5,0.0,2.2,-3,-1.7,1,0,0.1,3,1.0
O=C(NCCc1cccs1)C(c1ccccc1)c1ccccc1,-2.2,-1.6,-0.3,0.3,-1,-1.2,-3,-12,1.6,-5,-2.6
Cc1ccc(S(=O)(=O)N(CC(=O)NCc2ccncc2)C2CCCCC2)cc1,1.8,-0.9,-0.2,0.2,-1,-0.9,1,-11,-0.3,5,0.5
Cc1cccc(OCCCC(=O)NNC(=O)CCN2CCN(c3ccccc3)CC2)c1,0.2,-1.8,0.3,-0.6,-5,-0.8,-5,3,-1.3,-11,-1.7
N#Cc1ccc(CNC(=O)N2CCOCC2)cc1,-1.0,0.0,0.0,0.0,-3,-1.1,1,-3,1.0,1,-1.3
OC(c1ccccc1)(c1ccccc1)C1CCN(C(=S)Nc2ccc(F)cc2)CC1,-1.8,-1.0,0.0,1.4,-1,-1.2,0,-5,-0.3,1,0.1
Cc1cccc(CSc2ccc(-c3cccs3)nn2)c1,-2.2,2.1,0.3,6.4,9.8*,-1.0,1,-3,-0.2,3,3.5
Cc1[nH]n(C(N)=S)c(=O)c1N=Nc1ccc(Cl)cc1Cl,-2.8,1.5,0.3,4.5,0,0.5,-1,6,0.1,2,3.7
COc1ccccc1CN1CC(C(=O)NCc2cc(C)on2)CCC1=O (configuration not stated),-0.5,0.5,-0.2,1.9,-1,-0.8,1,1,0.4,-5,2.7
O=C(Nc1ccccc1Cl)C1CCN(Cc2cnn(-c3ccccc3)c2-n2cccc2)CC1,-2.2,-1.5,-1.0,-4.5,-2,-1.7,3,-6,-0.7,-12,-3.4
CCOC(=O)N1CCC(NC(=O)CC2C(=O)NCCN2Cc2cccc(F)c2F)CC1 (configuration not stated),-0.9,-0.9,-0.4,2.6,4,-1.1,-1,-1,1.2,-10,-2.0
